# Source: PubChem
# RGS4-Gao reg – modulates binding of RGS4 to human Galphao; P09471; Multiplexed bead flow cytometry; actives lie on both sides; binding response (% of control), % at 10 µM; 0.33% of 220,000 active; AID 1415; in the data active = binding response below about 49% or above about 150%; inactive = in between;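 also: fluorescent Galphao activated with aluminum fluoride binding bead-coupled RGS4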
# Target sequence (P09471 whole entry, looked up): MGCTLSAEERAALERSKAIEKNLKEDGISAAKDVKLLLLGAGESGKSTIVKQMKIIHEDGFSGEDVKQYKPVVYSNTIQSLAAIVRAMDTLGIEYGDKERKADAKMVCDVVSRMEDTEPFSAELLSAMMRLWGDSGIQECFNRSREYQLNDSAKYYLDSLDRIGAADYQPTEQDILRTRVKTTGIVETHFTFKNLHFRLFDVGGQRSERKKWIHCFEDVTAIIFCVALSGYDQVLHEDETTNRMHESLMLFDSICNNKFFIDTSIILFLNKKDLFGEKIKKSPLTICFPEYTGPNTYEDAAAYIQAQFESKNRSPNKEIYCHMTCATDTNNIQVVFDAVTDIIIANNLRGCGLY
# Bim-Bcl-2 – human Bim-Bcl-2 interaction inhibition; Bead-based flow cytometry, Bim peptide-Bcl-2 binding; inhibition, % at 10 µM; 0.06% of 190,000 active; AID 950; in the data active = inhibition above about 40%; inconclusive = no clear call, values can overlap the other calls;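 also: 0% = no compound wells with probe peptide and 100% = reference peptide inhibitor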
# Target sequence (P10415 whole entry, looked up): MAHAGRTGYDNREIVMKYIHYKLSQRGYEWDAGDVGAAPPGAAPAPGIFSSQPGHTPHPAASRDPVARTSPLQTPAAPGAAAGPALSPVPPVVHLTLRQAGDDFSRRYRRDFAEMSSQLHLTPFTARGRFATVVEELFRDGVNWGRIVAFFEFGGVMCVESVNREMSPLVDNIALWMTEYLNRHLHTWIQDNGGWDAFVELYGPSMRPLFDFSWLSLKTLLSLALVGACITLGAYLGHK
# Bcl-XL Bim block – human Bim-Bcl-XL interaction inhibition; Q07817; Bim peptide-Bcl-XL binding, bead flow cytometry, fluorescence; inhibition, % at 10 µM; AID 1007; 0.04% of 190,000 active
# Target sequence (Q07817 whole entry, looked up): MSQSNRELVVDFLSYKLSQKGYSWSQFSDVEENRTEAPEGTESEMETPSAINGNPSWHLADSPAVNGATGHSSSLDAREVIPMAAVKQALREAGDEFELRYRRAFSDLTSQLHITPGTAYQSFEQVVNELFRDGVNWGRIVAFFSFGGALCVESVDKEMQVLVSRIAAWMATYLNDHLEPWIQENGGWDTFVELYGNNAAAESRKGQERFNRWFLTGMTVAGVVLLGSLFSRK
# GSH fluor – compound fluoresces at 488/530 nm on GSH beads; fluorescence (KMESF) at 10 µM; GSH beads flow cytometry, compound fluorescence 488/530 nm; active compounds read high; 0.25% of 190,000 active; AID 1776; in the data active = fluorescence above about 89;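 also: glutathione beads carrying GST-tagged Bcl family fusion proteins plus one bare bead set; values are compound well signal with DMSO vehicle wells as background; inactives centre near 16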
# Bcl-W Bim block – human Bim-Bcl-W interaction inhibition | Q92843 | bead-based flow cytometry, Bim peptide-Bcl-W binding | AID 952 | inhibition, % at 10 µM | 0.02% of 190,000 active;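 also: 0% = bound tracer without compound and 100% = peptide blocker; higher means less fluorescent Bim peptide bound to Bcl-W beads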
# ABCB1 inh – human ABCB1 inhibition, ABCG2 as counter-screen. inhibition, % at 6.6 µM. AID 1326. 0.067% of 190,000 active. P08183. CCRF-Adr cells, JC-1 efflux, flow cytometry; in the data active = inhibition above about 40%;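 also: 0% = vehicle and 100% = reference inhibitor; higher value means more JC-1 retained so stronger ABCB1 efflux block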
# Bim-Bfl-1 – disrupts Bim binding to human Bfl-1 | Q16548 | Bead-based flow cytometry, Bim-Bfl-1 binding inhibition | inhibition, % at 10 µM | 0.12% of 190,000 active | AID 1008;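 also: 0% = wells without compound plus tracer and 100% = blocker peptide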
# RGS7-Gao – regulators of human RGS7-Galphao interaction. 0.35% of 220,000 active. binding response (% of control), % at 10 µM. P09471. Multiplexed bead flow cytometry, RGS7-Galphao binding; actives lie on both sides; in the data active = binding response below about 49% or above about 150%; inconclusive = no clear call, values can overlap the other calls; inactive = in between;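 also: fluorescent Galphao held in activated GDP-AlF4 state binding bead-coupled RGS7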
# Avidin fluor – compound fluoresces at 488/530 nm on avidin beads | fluorescence (KMESF) at 10 µM | compound fluorescence 488/530 nm, flow cytometry; active compounds read high | AID 1775 | 0.38% of 220,000 active; in the data active = fluorescence above about 47; also: inactives centre near 10
# ABCG2 block – human ABCG2 inhibition, ABCB1 as counter-screen; inhibition, % at 6.6 µM; AID 1325; Q9UNQ0; IgMXP3 cells, JC-1 efflux, flow cytometry; 0.1% of 190,000 active;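 active = inhibition above 80%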;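 also: 0% = DMSO and 100% = nicardipine control wells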
#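 Assay system – ABCG2 IgMXP3 and barcoded ABCB1 CCRF-Adr cell mix · Input – 3 million cells/mL in well · Reagent – JC-1 fluorescent substrate · Compound – single test compound dose, 6.6 µM final · Timing – 10 min exposure at 25 °C with rotation, no wash · Detection – flow cytometry of retained JC-1 fluorescence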
# Bim-Bcl-B – human Bim-Bcl-B interaction inhibition | bead-based flow cytometry, Bim peptide-Bcl-B binding | inhibition, % at 10 µM | 0.073% of 190,000 active;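 also: 0% = tracer peptide without compound and 100% = reference inhibitor peptide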
# * marks the source's active call; other numbers are inactive results; u = inconclusive; x = no result given. Rule as the data show it, unless noted: active = inhibition above about 40%.
SMILES,RGS4-Gao reg,Bim-Bcl-2,Bcl-XL Bim block,GSH fluor,Bcl-W Bim block,ABCB1 inh,Bim-Bfl-1,RGS7-Gao,Avidin fluor,ABCG2 block,Bim-Bcl-B
CN(C)CCCN(C(=O)c1ccc2c(c1)CCCC2)c1nc2ccc(Cl)cc2s1,99.9,-1.0,-6.0,11,0.0,3.6,1.0,99.5,7,12.1,-9.0
CCOc1ccc(S(=O)(=O)N(CCO)CCO)cc1-c1nc2c(C(C)(C)C)nn(C)c2c(=O)[nH]1,100.7,-7.0,-5.0,26,-2.0,-0.2,-20.0,96.5,41,10.2,-4.0
Cc1ccc(NC(=O)CCN2CCN(CCO)CC2)cc1Br,92.0,-3.0,-1.0,17,1.0,1.1,-4.0,91.1,6,0.5,-1.0
O=c1c2ccccc2[nH]c(=S)n1CCN1CCN(Cc2ccccc2)CC1,104.3,-7.0,-6.0,22,0.0,-0.1,-10.0,101.4,17,-1.0,-10.0
O=C(CN1CCOCC1)NCC12CC3CC(CC(C3)C1)C2,104.7,-9.0,-7.0,26,-1.0,1.4,-17.0,101.2,32,17.9,-7.0
O=C(CN(Cc1ccco1)C(=O)c1ccc(Cl)cc1)Nc1c(Cl)cc(Cl)cc1Cl,97.4,-2.0,-4.0,13,-4.0,-0.2,-9.0,99.8,7,-1.9,-3.0
COC(=O)c1sc2nc3c(cc2c1N)COC(C)(C)C3,100.9,-7.0,5.0,46,2.0,0.6,-13.0,98.1,7,3.5,-4.0
CCCOc1ccc(C(=O)NCCO)cc1,106.0,0.0,-4.0,41,2.0,-0.2,-6.0,104.4,8,1.9,-5.0
CCOC(=O)C1=C(c2ccccc2)OC(N)=C(C#N)C1c1cccnc1 (stereo unspecified),101.4,-1.0,-4.0,13,0.0,0.5,1.0,97.9,20,1.1,-2.0
Cn1nnnc1SCC(=O)Nc1ccccc1C(=O)NCc1ccccc1,98.4,6.0,2.0,22,1.0,0.1,4.0,96.7,11,1.7,3.0
Cc1cc(=O)n2c(sc3ccccc32)c1C#N,99.1,1.0,1.0,11,1.0,0.1,2.0,99.0,10,7.0,3.0
O=S(=O)(c1ccc(S(=O)(=O)N2CCCC3(CCCCC3)C2)cc1)N1CCCCC1,103.4,-5.0,-1.0,13,0.0,-0.2,-9.0,107.5,30,7.7,-5.0
OC12CCCCC1C(c1ccc3c(c1)OCO3)N(Cc1ccc(F)cc1)CC2 (stereo unspecified),99.7,-7.0,-4.0,24,-1.0,0.9,-9.0,94.8,7,4.2,-7.0
Cc1nn(C)c(C)c1CNC(=O)/C=C/c1ccccc1F,105.2,-2.0,-4.0,26,-2.0,1.7,-2.0,104.9,6,11.1,-6.0
C/C(=N\NC(=O)c1ccncc1)C12CC3CC(CC(C3)C1)C2,92.9,0.0,-3.0,11,-2.0,-0.8,-2.0,93.4,11,0.1,-3.0
COc1ccc(CCN2C(=O)NC(NC(=O)CC(C)C)(C(F)(F)F)C2=O)cc1OC (stereo unspecified),102.7,-1.0,-5.0,3,-3.0,0.6,-3.0,101.1,13,2.6,-8.0
COc1cc2c(cc1NC(=O)C(C)N1CCN(S(=O)(=O)c3ccc(C)c(C)c3)CC1)oc1ccccc12 (stereo unspecified),105.6,4.0,-1.0,28,13.0,0.2,-6.0,101.9,7,0.2,3.0
COc1ccc2c(c1)CCCC21NC(=O)NC1=O (stereo unspecified),100.7,-5.0,0.0,52,5.0,0.2,-12.0,99.9,13,1.6,-7.0
Cn1c(SCC(=O)NCc2ccc3c(c2)OCO3)nnc1-c1cc2ccccc2cc1O,103.4,-10.0,-14.0,35,0.0,0.7,-16.0,102.1,12,45.4,-10.0
O=C1CC[C@@H](CN(Cc2ccccn2)Cc2nc(-c3ccc(C(F)(F)F)cc3)no2)N1,101.5,-2.0,0.0,10,-1.0,0.0,-3.0,102.7,10,0.6,-1.0
CC(=O)c1cccc(NC(=O)NCc2cccnc2)c1,x,-6.0,8.0,38,5.0,0.1,-8.0,x,x,3.0,-6.0
O=C(CSc1nnc(-c2cccs2)n1-c1ccccc1)NCc1ccc2c(c1)OCO2,101.7,-7.0,-4.0,37,-3.0,-0.5,-14.0,98.6,14,11.9,-8.0
COC(=O)c1c(NC(=O)CC2SC(N)=NC2=O)sc2c1CCC(C)C2 (stereo unspecified),107.8,-3.0,-6.0,14,-4.0,0.3,-18.0,106.4,9,7.3,-7.0
CC(C)(O)[C@H](O)COc1c2occc2cc2ccc(=O)oc12,98.0,2.0,2.0,16,4.0,1.9,4.0,100.5,9,4.9,3.0
Nc1ccc(C(=O)N2CCCC2)cc1CS(=O)(=O)c1ccc(Cl)cc1,97.4,-1.0,0.0,11,-1.0,0.1,-5.0,98.5,10,-1.0,-4.0
Cc1cc(C)n(-c2nc3sc4c(c3c3nnc(SCC(N)=O)n23)CC(C)(C)OC4)n1,99.2,-7.0,-3.0,21,-1.0,-0.2,-15.0,96.5,36,3.0,-7.0
COc1ccc(-c2nnc(SCc3cccc(C#N)c3)o2)cc1,99.2,-5.0,-2.0,22,-2.0,2.4,-2.0,97.1,19,53.3,0.0
O=C(Nc1nccs1)C(NS(=O)(=O)c1ccc(Br)s1)c1ccccc1 (stereo unspecified),101.1,1.0,0.0,19,-3.0,0.5,0.0,96.1,27,1.4,-1.0
COC(=O)c1ccc(-n2c(C)cc(C(=O)CSc3cccc[n+]3[O-])c2C)cc1,98.3,-2.0,-2.0,13,0.0,-0.2,-4.0,101.8,22,3.8,-1.0
CCOC(=O)N1CCN(C(=O)COc2ccccc2[N+](=O)[O-])CC1,93.0,0.0,-1.0,26,0.0,1.3,-4.0,93.2,10,8.8,-3.0
CCN(CC)c1ccc(/C=N/N2CCOCC2)cc1,100.4,0.0,-5.0,16,-1.0,0.0,2.0,101.5,16,0.2,-11.0
COc1ccccc1-c1nnc(Nc2nc3c(OC)cccc3s2)o1,100.1,1.0,0.0,14,-1.0,-0.5,0.0,100.1,34,-1.2,1.0
COc1ccccc1N1CCN(C(=O)c2ccc(CN3CCOCC3)cc2)CC1,99.8,-1.0,0.0,13,1.0,0.5,-5.0,u,14,2.7,0.0
Cc1cc(C)cc(NC(=O)CN(C)S(=O)(=O)c2cnc[nH]2)c1,103.3,-8.0,-4.0,19,0.0,0.8,-17.0,99.1,35,5.2,-5.0
COc1ccc(-c2noc(CCC(=O)N3CCN(c4cc(C)ccc4C)CC3)n2)cc1,94.6,-6.0,0.0,26,-5.0,-0.4,-2.0,96.1,5,-0.9,-10.0
CCOC(=O)N1CCN(C(=O)Cc2cccs2)CC1,99.0,-9.0,-7.0,48,4.0,-0.2,-9.0,100.1,11,0.8,-5.0
CCOc1cc(/C=N/N=C(\N)c2nonc2N)cc(Br)c1OCc1cccc2ccccc12,102.2,-5.0,0.0,11,2.0,-0.3,-9.0,101.7,12,-1.3,-1.0
O=C(CSc1nnc2ccccn12)Nc1ccc2c(c1)OCCO2,99.6,-2.0,-5.0,11,1.0,-0.4,0.0,97.4,9,6.1,-4.0
COCCNC(=O)c1ccc(NS(=O)(=O)c2cc(C)ccc2C)cc1,112.1,1.0,1.0,8,-2.0,0.9,-3.0,109.7,6,3.6,-2.0
Cc1ccc(CNC(=O)/C=C/c2ccc(Br)o2)cc1,95.0,-7.0,-17.0,15,-12.0,-0.1,-10.0,90.4,9,-2.3,-29.0
C#CC(C)(CC)NC(=O)Cn1nnc(-c2cccc(C(F)(F)F)c2)n1 (stereo unspecified),98.5,2.0,-3.0,24,-2.0,0.1,-3.0,96.6,9,11.5,0.0
Cc1cccc(/C=C\c2nc3ccccc3c(=O)[nH]2)c1,102.5,-1.0,-3.0,10,-3.0,1.0,-1.0,103.3,3,24.4,-9.0
CN(C)CCN(C(=O)/C=C/c1cccs1)c1nc2ccc(F)cc2s1,99.8,-8.0,-8.0,19,-6.0,2.9,-4.0,103.4,11,21.4,-8.0
CC(O)C(=O)N/N=C/c1cccc(Cl)c1Cl (stereo unspecified),83.8,0.0,-7.0,60,0.0,0.4,3.0,86.2,3,3.0,0.0
CCN1CCN(Cc2nc3c(c(=O)n(C)c(=O)n3C)n2CC(=O)c2ccccc2)CC1,100.3,-4.0,-6.0,20,-1.0,0.4,-9.0,97.7,8,0.9,-6.0
N=C1C(c2nc3ccccc3c(=O)[nH]2)=C(O)CN1c1ccccc1,109.2,-3.0,7.0,31,0.0,-1.9,-1.0,106.6,6,-2.2,-4.0
CC1(C)COC(c2cccn2Cc2ccc(F)cc2Cl)=N1,98.2,-9.0,-7.0,35,-1.0,-1.1,-15.0,98.5,13,-2.7,-9.0
COc1ccc2c(c1)c(CC(=O)Nc1ccc(C)cc1)c(C)n2C(=O)c1ccc(Cl)cc1,96.8,0.0,-2.0,17,-3.0,1.1,0.0,99.0,34,4.1,0.0
CSc1nc(N2CCCC2)c2c(c1C#N)CC(C)(C)OC2,101.6,-8.0,-5.0,27,-1.0,7.4,-9.0,101.5,10,63.2,-5.0
CCOC(=O)CCN(Cc1sccc1C)S(=O)(=O)c1ccc(F)cc1,150.0,-12.0,-8.0,32,-1.0,0.8,-9.0,148.2,17,1.9,-1.0
O=C(CSc1nc2scc(-c3ccccc3)c2c(=O)[nH]1)N1CCCCC1,104.6,-4.0,-1.0,15,1.0,0.8,-4.0,108.2,12,8.6,-5.0
COc1ccc(/C=N/OC(=O)Nc2ccccc2)cc1[N+](=O)[O-],95.3,0.0,-3.0,9,0.0,0.0,-1.0,101.5,4,0.2,-2.0
COc1ccccc1/C=C/C(=O)N1CCOCC1,103.3,3.0,0.0,7,3.0,0.5,-1.0,101.4,10,1.6,-3.0
CCCn1c(=N)c(C(=O)NCC2CCCO2)cc2c(=O)n3cccc(C)c3nc21 (stereo unspecified),100.0,-5.0,-2.0,23,1.0,0.2,-6.0,95.2,23,4.0,-1.0
O=C(Nc1cccc(C(F)(F)F)c1)C1CCCO1 (stereo unspecified),103.3,-1.0,1.0,17,0.0,0.1,-5.0,100.5,10,0.0,-3.0
